Assay outcomes deposited in PubChem BioAssay by several laboratories.
Scp-1 inhibitor = Scp-1 (human) phosphatase inhibition; hit rate 0.88% among 340,000; inhibition, % at 20 µM; Recombinant Scp1, phosphopeptide, malachite green phosphate absorbance;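 active means inhibition above about 50% at 20 µM, limit read from the data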;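 further: plate controls were DMSO wells with enzyme for no effect and wells lacking enzyme for full effect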
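Incubation: 45 min enzyme reaction at room temperature / System: truncated SCP-1 phosphatase (76-261aa) / Reagent: Phospho 17-mer peptide substrate / Buffer or medium: Acidic Tris acetate buffer with magnesium and detergent / Signal: absorbance at 630 nm / Doses: one concentration, 20 µM, with 1.0% DMSO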
Rpn11 block = Rpn11 (human) deubiquitinase inhibition; O00487; human 26S proteasome, Ub4-pepOG fluorescence polarization; 20S core pre-blocked with epoxomicin; calls only at 20 µM; hit rate 0.59% among 360,000; AID 588493;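 active means inhibition at 20 µM, scaled to each plate's controls, above about 33%, limit read from the data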
SUMO1-SIM PPI = modulators of human SUMO1-mediated protein-protein interactions. inhibition, % at 20 µM. hit rate 0.33% among 360,000. SUMO1 binding to a labelled peptide, TR-FRET, 1 h; in the data active means inhibition above about 37%
TbMetRS inhib = blocks T. brucei methionyl-tRNA synthetase activity | hit rate 0.4% among 360,000 | AID 624268 | purified T. brucei MetRS, ATP depletion, Kinase-Glo luminescence | inhibition, % at 11.9 µM;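 active means inhibition above a per-plate cutoff of the control wells' mean inhibition plus 3 SD, cut at about 5.5% in these data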;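 further: 0% = DMSO wells median and 100% = median of wells with control inhibitor compound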
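assay system = parasite MetRS enzyme | timing = 15 min preincubation, 2 h reaction, all 25 °C | evaluation = percent inhibition relative to median high and low control wells | medium = HEPES buffer containing pyrophosphatase, BSA, spermine, DTT | compound = single dose, 11.9 µM final nominal, 0.9% final DMSO | detection = Kinase-Glo luminescence, ATP depletion format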
STEP block = blocks human striatal-enriched tyrosine phosphatase; P54829; recombinant STEP, OMFP fluorogenic substrate, fluorescence; inhibition, % at 20 µM; hit rate 0.25% among 360,000;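 active means inhibition at 20 µM, scaled per plate between control wells, above about 37%, limit read from the data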;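 further: 0% = DMSO with enzyme and substrate and 100% = substrate only without enzyme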
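Assay system: isolated STEP enzyme. Buffer or medium: pH 6.0 Bis-Tris with DTT and Tween 20. Also added: fluorogenic phosphatase substrate OMFP at 25 µM final. Dosing: 20 µM, 1% DMSO. Timing: 20 min reaction, room temperature, in the dark. Measured by: fluorescence intensity, excitation 480 nm, emission 540 nm. Evaluation: normalized % inhibition.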
PABP1 MLLE inh = blocks PAM2 peptide binding to the PABP1 MLLE domain. P11940. hit rate 0.36% among 360,000. inhibition, % at 20 µM. GST-MLLE / FITC-PAM2 fluorescence polarization. AID 588489; in the data active means inhibition above about 35%, passing the limit was not always enough;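 further: plate controls were DMSO wells with GST-MLLE for no effect and wells lacking GST-MLLE protein for full effect; some results filed as inactive read as strong as hits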
NadD inh = inhibitors of Staphylococcus aureus NadD; purified NadD enzyme, colorimetric absorbance read-out; inhibition, % at 20 µM; hit rate 0.78% among 360,000; AID 602399; in the data active means inhibition above about 26%; further: some compounds past the cut are filed as inactive
DNMT1 inh = blocks human DNA methyltransferase DNMT1 | hit rate 0.83% among 360,000 | DNMT1 molecular beacon, Hinp1I cleavage, fluorescence | AID 588458 | inhibition (reported as % activation of signal), % at 10 µM; in the data active means inhibition above about 50%
Target sequence (P26358 504-1616 limits assumed): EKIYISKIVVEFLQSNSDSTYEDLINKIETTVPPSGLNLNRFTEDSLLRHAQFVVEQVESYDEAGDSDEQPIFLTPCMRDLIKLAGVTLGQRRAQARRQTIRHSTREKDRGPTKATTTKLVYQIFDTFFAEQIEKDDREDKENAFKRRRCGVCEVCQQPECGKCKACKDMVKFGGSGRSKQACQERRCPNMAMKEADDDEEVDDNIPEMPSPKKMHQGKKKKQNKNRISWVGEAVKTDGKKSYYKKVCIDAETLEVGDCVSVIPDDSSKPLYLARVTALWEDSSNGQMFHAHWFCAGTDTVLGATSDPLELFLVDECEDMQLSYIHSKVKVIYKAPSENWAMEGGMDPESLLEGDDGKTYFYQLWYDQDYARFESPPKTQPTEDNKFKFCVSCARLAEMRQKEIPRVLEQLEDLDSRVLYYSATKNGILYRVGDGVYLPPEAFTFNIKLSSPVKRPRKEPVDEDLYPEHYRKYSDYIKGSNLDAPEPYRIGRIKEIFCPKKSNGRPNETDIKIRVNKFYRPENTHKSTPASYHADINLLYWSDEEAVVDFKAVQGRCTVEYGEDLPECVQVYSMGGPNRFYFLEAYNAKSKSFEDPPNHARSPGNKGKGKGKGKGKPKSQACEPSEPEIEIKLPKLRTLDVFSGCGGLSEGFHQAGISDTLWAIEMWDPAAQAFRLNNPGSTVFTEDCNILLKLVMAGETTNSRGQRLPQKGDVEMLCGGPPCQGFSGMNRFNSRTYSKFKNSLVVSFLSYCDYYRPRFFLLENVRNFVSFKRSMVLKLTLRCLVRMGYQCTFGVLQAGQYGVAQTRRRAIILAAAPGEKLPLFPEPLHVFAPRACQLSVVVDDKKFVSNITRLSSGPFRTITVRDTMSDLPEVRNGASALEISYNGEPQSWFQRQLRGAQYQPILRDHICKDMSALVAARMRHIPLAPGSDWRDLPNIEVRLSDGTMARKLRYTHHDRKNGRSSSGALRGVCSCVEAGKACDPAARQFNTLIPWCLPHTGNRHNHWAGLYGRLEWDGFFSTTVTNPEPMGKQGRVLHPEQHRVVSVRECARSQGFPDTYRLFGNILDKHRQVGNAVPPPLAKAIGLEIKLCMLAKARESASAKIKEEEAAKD
CSN inh = inhibitors of human CSN-mediated cullin deneddylation; hit rate 0.38% among 360,000; Q92905; Purified CSN, SCF-Nedd8-OG deneddylation, fluorescence polarization; AID 651999; inhibition, % at 12.5 µM;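 active means pattern-corrected inhibition above about 35%, with an unprinted fluorescence ratio check between 0.5 and 1.5, limit read from the data, passing the limit was not always enough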;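 further: 0% = enzyme with substrate and 100% = substrate without enzyme; some results filed as inactive read as strong as hits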
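test system = HEK293T-derived human Csn5 enzyme | amount = 0.24 nM Csn5 enzyme, final concentration | medium = Tris/NaCl/DTT buffer, pH 7.5 | schedule = 90 min reaction at room temperature | signal = FP | evaluation = inhibition of Csn5 cleavage, % | compound dosing = single dose of 12.5 µM compound with 0.25% DMSO | probe or stimulus = 10 nM SCFSkp2-Nedd8OG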
LMPTP inh = blocks human LMPTP phosphatase; P24666; recombinant LMPTP-A, OMFP fluorogenic substrate, fluorescence intensity; inhibition, % at 20 µM; hit rate 0.22% among 360,000;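 active means compounds that cut the enzyme signal by at least half of the control window in the single-dose screen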;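 further: plate controls were DMSO wells with enzyme plus substrate for no effect and substrate without enzyme for full effect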
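Assay system: LMPTP-A phosphatase enzyme | Input: 0.625 nM enzyme | Also added: Fluorogenic phosphatase substrate OMFP at 400 µM final | Compound dosing: One test concentration per compound, 20 µM, with 3% DMSO overall | Schedule: 50 min enzyme reaction at room temperature, protected from light | Signal: Fluorescence intensity | Benchmarks: no-enzyme and uninhibited controls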
* marks the source's active call; other numbers are inactive results; i = inactive; x = not tested or not shown.

canonical_smiles,PABP1 MLLE inh,SUMO1-SIM PPI,STEP block,TbMetRS inhib,Scp-1 inhibitor,Rpn11 block,CSN inh,LMPTP inh,DNMT1 inh,NadD inh
Cc1ccc(C(=O)NC2CCCCCCC2)c(Cl)c1,3,0,-1,0.2,-5,i,-6,-1.4,2,-5
O=C1CCCCN1CCCC(=O)N1CCCC(Nc2ccccc2)C1 (stereo not drawn),-8,2,-1,-0.6,-2,i,2,0.5,2,3
CN(CC(=O)NCCc1ccccc1)S(=O)(=O)c1ccc(Br)cc1,-14,2,-1,-0.7,-6,i,15,1.1,2,5
O=C(COc1ccc(Cl)cc1Cl)N1CCCCCC1,13,1,11,0.0,-8,i,-5,-0.1,-4,1
CCCCC(O)C1=C[N+](=O)CC=C1 (stereo not drawn),x,1,x,-0.8,x,x,-7,-2.6,x,-1
O=C(NCc1ccc(F)cc1F)[C@@H]1CCCN1C(=O)[C@@H]1CCCN1C(=O)c1cccc(Cl)c1,x,-1,x,-1.2,x,x,3,0.3,x,1
O=C(c1ccc(NS(=O)(=O)c2ccc(F)cc2)cc1)N1CCCCCC1,8,3,2,-0.4,-3,i,-5,-0.5,0,0
Cc1cccc(C)c1NS(=O)(=O)c1ccc(OCCNS(C)(=O)=O)cc1,-1,-2,1,-0.9,-6,i,-4,-0.8,-5,-1
Cc1ccc(NC(=O)N2CCCC2c2cccs2)cc1 (stereo not drawn),-2,-4,-1,-0.3,-6,i,-7,0.4,0,-6
O=C1C2C3c4ccccc4C(c4ccccc43)C2C(=O)N1CN1CCOCC1 (stereo not drawn),-4,0,-2,-0.1,1,i,1,-1.5,4,3
CN1CCN(C(=O)c2ccc3c(c2)NC(=O)/C(=C/c2ccccc2)S3)CC1,34,-29,-1,0.0,-8,i,1,-3.5,-2,4
O=C(Nc1nnc(-c2cc(Cl)ccc2Cl)o1)c1ccco1,-1,4,0,-0.4,-9,i,2,-0.1,0,2
COc1ccc(CCNC(=O)c2ccc(CN3CCC(Cc4ccccc4)CC3)cc2)cc1,0,-3,-4,-1.7,4,i,-2,-0.4,1,-2
N#Cc1cc2c(nc1SCc1cccnc1)CCCCC2,3,-2,1,-1.8,4,i,2,-0.1,3,0
Cc1oc(S(=O)(=O)N2CCOCC2)cc1C(=O)Nc1ccc(Cl)cc1,6,5,-1,1.0,0,i,-2,-1.0,2,-3
Nc1nc2c(ncn2[C@@H]2O[C@H](CNCc3ccc(F)c(N4CCOCC4)c3)[C@@H](O)[C@H]2O)c(=O)[nH]1,-9,4,2,0.6,x,i,3,-0.8,1,-2
CCCNC(=O)NC1CCCc2ccccc21 (stereo not drawn),3,-2,0,-0.6,1,i,-5,-1.9,1,1
CCOc1ccc(N2C(=O)Nc3ccccc3C2(O)C(=O)N2CCN(c3ccccn3)CC2)cc1 (stereo not drawn),-5,1,-4,-0.1,-1,i,-2,-0.5,0,3
Cc1cc[n+](Cc2ccc([N+](=O)[O-])cc2)cc1,4,-12,0,0.1,-2,i,-7,-0.8,-2,3
Cc1ccc(CCNC(=O)CN2C(=O)COc3ccccc32)cc1,-6,1,-3,-1.0,-3,i,0,-0.4,3,0
CCN(CC(=O)Nc1c(F)cccc1F)C(=O)c1ccc(=O)n(Cc2ccccc2)n1,7,-3,5,-0.6,-2,i,-1,-2.5,1,-6
Cc1nc(N)nc(COc2ccccc2)n1,8,-1,1,-0.1,3,i,-2,-1.3,0,-4
O=C(Nc1ccccc1O)c1c(O)c2c([nH]c1=O)CCCC2,-9,1,-1,-0.7,-6,i,-1,1.9,-7,-6
COc1cccc(NC(=O)CN(C)CC(=O)c2c(N)n(Cc3ccccc3)c(=O)n(C)c2=O)c1,-8,-1,1,-0.2,-2,i,-8,-0.5,5,1
CN(C)c1cc[n+](CC(=O)c2ccc(Br)cc2)cc1,1,-1,-3,0.5,-1,i,-2,0.7,0,-4
COc1ccc(S(=O)(=O)N/N=C\c2ccccc2F)cc1,-37,3,1,-0.1,-4,i,-2,0.3,3,-5
CC1CCCC(NC(=O)COC(=O)c2ccc3c(c2)OCCO3)C1C (stereo not drawn),6,36,-1,-0.4,-12,i,-4,1.1,0,4
COc1ccc2c(c1)c(C(=O)CN1CCN(Cc3ccccc3)CC1)c(C)n2C,-8,4,1,-0.5,-7,i,-4,-1.2,-5,-4
O=C1NC2(CCCC2)C(=O)N1CCS(=O)(=O)Oc1ccccc1,-5,1,-3,1.5,4,i,0,-0.2,5,-2
CC(=O)NS(=O)(=O)c1ccc(NC(=O)CCC2CCCC2)cc1,-3,4,3,0.0,-5,i,1,-0.5,3,1
Cc1cc(C(=O)CSc2nc3ccccc3c(=O)n2C)c(C)n1Cc1ccc2c(c1)OCO2,-8,19,4,-0.2,-8,i,2,2.4,-7,15
COCCCn1c(C)nnc1-c1cnn(-c2ccccc2)c1N,3,3,0,-0.2,-17,i,-1,-1.3,0,-4
COc1cc(CCC(=O)OCC(=O)Nc2ccc(C)cc2Br)cc(OC)c1OC,6,-1,-1,-0.4,-6,i,4,1.5,2,-5
Cc1cc([N+](=O)[O-])ccc1NC(=O)C(C)NC1CCCCC1 (stereo not drawn),-10,-17,0,-1.9,0,i,2,-1.3,3,-1
O=C(NCCc1ccccc1)c1ccc2c(=O)[nH]c3c(C(=O)NCC4CCCO4)sc(=S)n3c2c1 (stereo not drawn),-4,10,10,0.1,-5,i,0,2.8,-15,23
O=S(=O)(NC(=S)c1ccccc1)c1ccc(F)cc1,34,1,-1,-0.5,-9,i,2,-1.0,1,-3
CC(=O)c1cccc(NC(=O)CSc2n[nH]c(=O)n2C2CC2)c1,-10,0,1,-0.2,3,i,-1,2.0,0,1
Cc1ccc(CNC(=O)CSc2ccsc2[N+](=O)[O-])cc1,-7,-14,0,-1.4,0,i,5,-1.1,1,1
COC(=O)c1cc(-c2ccc3c(c2)OCO3)nc2ccccc12,9,-12,1,-0.3,7,i,3,2.0,-5,3
COc1ccc(C2c3ccc(O)cc3Oc3ncn(Cc4ccccc4)c(=N)c32)cc1OC (stereo not drawn),67,-6,-3,0.5,-11,i,-7,0.3,-5,4
CN(C)CCOC(=O)c1sc2ccccc2c1Cl,7,-8,-5,0.0,-1,i,-4,-0.6,-1,0
O=C(CN1C(=O)NC2(CCCc3ccccc32)C1=O)c1ccc(F)cc1 (stereo not drawn),8,-1,-1,-0.3,-10,i,-6,0.5,-2,-5
O=S(=O)(Oc1ccccc1-c1ccccc1)c1ccccc1,7,20,0,-0.2,3,i,0,1.3,5,2
O=C(Oc1ccc(N(Cc2cccs2)C2=NS(=O)(=O)c3ccccc32)cc1)c1ccc(Cl)cc1,9,-2,4,-0.4,-16,i,-2,3.2,2,14
C[C@@H]1CN([C@@H](C)CO)C(=O)CCCn2nncc2CO[C@H]1CN(C)S(=O)(=O)c1ccc(F)cc1,0,4,-2,-0.1,x,i,7,-1.4,3,-2

A draw from above in order of molar mass, high to low:
canonical_smiles,PABP1 MLLE inh,SUMO1-SIM PPI,STEP block,TbMetRS inhib,Scp-1 inhibitor,Rpn11 block,CSN inh,LMPTP inh,DNMT1 inh,NadD inh
O=C(NCCc1ccccc1)c1ccc2c(=O)[nH]c3c(C(=O)NCC4CCCO4)sc(=S)n3c2c1 (stereo not drawn),-4,10,10,0.1,-5,i,0,2.8,-15,23
COc1ccc2c(c1)c(C(=O)CN1CCN(Cc3ccccc3)CC1)c(C)n2C,-8,4,1,-0.5,-7,i,-4,-1.2,-5,-4
COc1ccc(S(=O)(=O)N/N=C\c2ccccc2F)cc1,-37,3,1,-0.1,-4,i,-2,0.3,3,-5

(more compounds)
canonical_smiles,PABP1 MLLE inh,SUMO1-SIM PPI,STEP block,TbMetRS inhib,Scp-1 inhibitor,Rpn11 block,CSN inh,LMPTP inh,DNMT1 inh,NadD inh
CCc1noc(C)c1C(=O)N1CCC(CCC(=O)Nc2cccc(OC)c2)CC1,5,0,0,0.3,-5,i,-4,0.0,0,-3
CC(=O)c1c(C(C)=O)c(C)n(-c2nc(-c3ccc(Br)cc3)c(C)s2)c1C,-11,1,3,-1.3,-6,i,-3,1.3,-5,-3
CCOc1ccc(C(=O)NC(C(=O)NCC(c2cccs2)N(C)C)C(C)C)cc1 (stereo not drawn),-1,-2,-3,-0.5,34,i,4,0.3,5,-3
CCOC(=O)C(NC(=O)CCl)(Nc1sc(C)c(CC)c1C#N)C(F)(F)F (stereo not drawn),13,1,-2,-1.5,-2,i,0,-0.7,15,1
Cc1c(C(=O)c2ccc(Cl)c([N+](=O)[O-])c2)c2ccccn2c1CCC#N,-13,-20,-1,-1.0,-3,i,-9,2.0,0,-2
CCCCNC(=O)Cn1cnc2sc(C(=O)OCC)c(C)c2c1=O,3,4,-5,-0.1,-4,i,4,0.5,9,1
CC1(c2ccc(Cl)cc2Cl)NC(=O)N(CC(=O)NC2CCCCC2)C1=O (stereo not drawn),-3,4,0,-0.1,-3,i,-1,-1.0,4,6
O=C(Nc1ccc(N2CCOCC2)cc1)c1ccc(S(=O)(=O)N2CCCCC2)cc1,-5,-3,2,-0.3,-8,i,-2,-0.2,1,-1
CCc1noc(C)c1C(=O)NCCc1ccc(OC)c(OC)c1,11,1,-1,-0.6,0,i,-3,-0.5,1,-2
O=C(NCCc1ccc(Cl)cc1)C1CCN(C(=O)c2ccc(F)cc2)CC1,-5,4,-5,-0.6,-1,i,1,0.3,3,-3
Cc1cccc(-c2oc3ccccc3c2C#CCCO)c1,-10,4,-5,-0.1,-6,i,-3,3.7,-7,-9
COc1cc2c(cc1OC)CN(c1nc(CN3CCOCC3)nc3sc4c(c13)CCC(C)C4)CC2 (stereo not drawn),-18,6,2,-0.1,0,i,-4,4.2,-14,7
COc1ccc(S(=O)(=O)NCC2CCCO2)cc1NC(=O)c1ccccc1 (stereo not drawn),-4,-4,-1,-0.5,-13,i,2,-0.7,5,-2
C=CCOC(=O)C1=C(C)NC(SCC(=O)Nc2nccs2)=C(C#N)C1c1cccs1 (stereo not drawn),-7,-2,0,-1.2,-10,i,-5,1.7,-10,5
